# Screening data: PubChem BioAssay, several laboratories
# RmlCD inh 1536: M. tuberculosis RmlC/RmlD coupled enzyme inhibitors, primary screen, biochemical, compound mixtures, 384-well, from 1536-well plates; RmlC+RmlD coupled enzyme assay, percent inhibition; primary screen in compound mixtures; 160,000 compounds, 0.03% hits; inhibition, % at 3.6 µM; AID 1533, 2009; dTDP-4-dehydrorhamnose reductase (Mycobacterium tuberculosis (strain ATCC 25618 / H37Rv)) …; in the data active means inhibition mostly above about 34%, no sharp cut-off; further: some results filed as inactive read as strong as hits
# Target sequence (P9WH09 whole entry, looked up): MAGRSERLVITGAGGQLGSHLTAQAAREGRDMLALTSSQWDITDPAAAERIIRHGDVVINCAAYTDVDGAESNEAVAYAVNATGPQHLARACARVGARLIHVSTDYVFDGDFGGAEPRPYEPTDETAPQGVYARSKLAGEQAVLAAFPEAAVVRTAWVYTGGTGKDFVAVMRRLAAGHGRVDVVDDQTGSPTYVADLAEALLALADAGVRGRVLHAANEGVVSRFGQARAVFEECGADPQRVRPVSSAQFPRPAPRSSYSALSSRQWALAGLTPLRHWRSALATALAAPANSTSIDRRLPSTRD
# Target sequence (P9WH11 whole entry, looked up): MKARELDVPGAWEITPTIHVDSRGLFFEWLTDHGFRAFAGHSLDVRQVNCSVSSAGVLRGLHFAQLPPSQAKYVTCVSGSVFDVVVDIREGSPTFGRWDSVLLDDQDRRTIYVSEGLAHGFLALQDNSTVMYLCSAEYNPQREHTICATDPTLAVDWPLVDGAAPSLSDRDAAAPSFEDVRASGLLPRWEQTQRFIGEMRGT
# GlmU inhibition: inhibition of mycobacterial GlmU enzyme – biochemical, glucosamine-1-phosphate acetyltransferase (AID 1376); M. tuberculosis GlmU acetyltransferase enzyme assay; higher % means a stronger effect; one-dose inhibition, %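 (tested at 30 µM in the primary screen)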; IC50 in µM for titrated hits; Bifunctional protein GlmU (Mycobacterium tuberculosis (strain ATCC 25618 / H37Rv)); 220,000 compounds, 0.25% hits; in the data active means inhibition above about 13%;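 further: 0% = complete reaction with vehicle and 100% = reaction without substrate; strong numbers were not always called active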
# Numbers without * were called inactive; nt = not tested or not shown. A portion of the library; the hit share may differ from the screen's.
SMILES,RmlCD inh 1536,GlmU inhibition
CC(=O)NNc1ncnc2ccccc12,32,-1.0%
O=C(Nc1ccccc1OC(F)F)c1ccc(F)cc1,nt,0.2%
Cn1cc(/C=C/C(=O)N2CCCC(C(=O)c3ccc(C(F)(F)F)cc3)C2)cn1 (stereo unspecified),nt,1.3%
CC1(C)OC(=O)C(=Cc2ccc(-c3ccc(Cl)c(C(=O)O)c3)o2)C(=O)O1,-14,6.4%
COc1ccc(Cl)cc1NC(=S)NNC(=O)c1cccnc1,3,-6.3%
C=CCn1c(C)cc(/C([O-])=C(/C(=S)Nc2ccc(OC(F)F)cc2)[n+]2ccc(N(C)C)cc2)c1C,nt,-6.5%
CN1CCN(C(=O)/C(=C/c2cccs2)NC(=O)c2cccs2)CC1,-7,1.7%
COCCNC(=O)C1CC(c2cccc(OC)c2)=NO1 (stereo unspecified),8,0.0%
CCOC(=O)Cn1nc(C)c(NC(=O)COc2ccc([N+](=O)[O-])c(C)c2)c1C,-6,-7.5%
CC(C)OC(=O)CSc1nc2ccccc2s1,nt,-3.8%
COc1ccc2cc(C#N)c(N3CCN(Cc4nnnn4CCC(C)C)CC3)nc2c1,15,-1.8%
Cc1ccc(NC(=O)c2ccc(OC(=O)COc3ccc(Cl)c(C)c3)cc2)cc1,-9,1.5%
CN1CCc2c(C#N)c(Cl)nc(Cl)c2C1,12,-7.9%
CN(C(=O)/C=C/c1ccccc1)C1CCS(=O)(=O)C1 (stereo unspecified),-1,-2.2%
Cc1[nH]n(-c2ccc([N+](=O)[O-])cc2)c(=O)c1C=NCCN1CCN(C(=O)c2ccccc2F)CC1,-11,-2.8%
CCOC(=O)c1cc(C)sc1/N=C/C1C(=O)CC(C)(C)CC1=O,10,-5.4%
C#CCNc1c2c(nc3ncnn13)CC(C)CC2 (stereo unspecified),21,0.1%
O=C(NCC1OCCc2ccccc21)c1ccc(NC(=O)c2ccccc2Cl)cc1 (stereo unspecified),-6,1.2%
CCN(CC)S(=O)(=O)c1ccc(N2CCOCC2)c(NC(=O)c2cccc3ccccc23)c1,4,1.5%
O=C(c1ccc(S(=O)(=O)N2CCCCC2)cc1)N1CCc2ccccc2C1,-4,2.9%
CCOC(O)[C@H]1N[C@@H](c2ccc(Cl)cc2)[C@@H]([N+](=O)[O-])[C@@H]1c1ccccc1 (stereo partly specified),nt,-2.7%
Nn1c(SCC(=O)Nc2ccccc2F)nnc1-c1cccnc1,6,1.4%
O=C(COc1cccnc1[N+](=O)[O-])Nc1ccc(N2CCOCC2)cc1,nt,-4.6%
CCOC(=O)C1=C(C)N=C2c3ccccc3C(=O)C2C1c1ccc(C)cc1 (stereo unspecified),nt,-2.5%
CN(C)S(=O)(=O)c1cccc(NC(=O)Cn2cc(C(F)(F)F)cc(Cl)c2=O)c1,2,7.2%
COc1ccc(C(=O)CCNc2ccc(C)c(Cl)c2)cc1,3,2.2%
Cc1c(C(=O)c2ccc(Br)cc2)c(=O)n(C)c(=O)n1C,-15,-1.5%
O=C(COC(=O)C1CC1)Nc1ccc(Oc2ccccc2)cc1,nt,0.8%
CNC(=S)SCCOc1ccccc1,-12,-4.6%
Cc1ccccc1NC(=O)c1cn2c(nc3ccccc32)c(C#N)c1C,nt,2.8%
CC(C)C(=O)N(Cc1ccc2c(c1)OCO2)Cc1ccccn1,nt,0.8%
CCCCC(CC)CNC(=O)c1cccs1 (stereo unspecified),-4,2.2%
Cc1cc(/C=C2\C(=O)NC(=O)N(Cc3ccco3)C2=O)c(C)n1-c1ccc(C(=O)O)cc1,8,10.0%
O=C(NCc1ccco1)C1CCCN1S(=O)(=O)c1ccc2ccccc2c1 (stereo unspecified),-9,3.8%
COC(=O)c1cc(=O)n(Cc2ccc3c(c2)OCO3)c(=Nc2ccc(F)c(Cl)c2)s1,5,1.5%
Cn1c(NC(=O)c2cccs2)c(-c2cccs2)c(=O)c2ccccc21,74,0.0%
CCOC(=O)c1sc(C)c(C(=O)NCC(C)(C)CN(C)C)c1N,nt,-0.7%
CCC(=Nc1ccc2c(c1)CCC2)c1c(O)n(-c2ccc(OC)cc2)c(=O)[nH]c1=O,-16,1.1%
COc1cccc(NS(=O)(=O)c2cn(C)c(=O)n(C)c2=O)c1,6,2.3%
N#CCCCCN1CCCC1,-8,1.5%
CCOC(=O)CP(=O)(c1ccccc1)c1ccccc1,nt,1.5%
CCCCCCn1ccc(=N)cc1,nt,-11%
Fc1cc(Br)ccc1NC(=S)NCCc1ccccc1,nt,-8.0%
O=C(O)c1c2c(nc3ccc(S(=O)(=O)N4CCC(C(=O)NC5CCCCCC5)CC4)cc13)CCCC2,-9,0.8%
O=P(O)(O)c1ccccc1OCCOCCOCCOCCOc1ccccc1P(=O)(O)O,-2,-0.4%
O=C1CC(C2CCCO2)C(=O)N1c1ccc(Cl)c(Cl)c1 (stereo unspecified),nt,6.6%
CCOc1ccccc1NC(=S)NCC1CCCO1 (stereo unspecified),6,0.8%
COC(=O)c1cc2c(ccn2-c2ccc(F)cc2)n1Cc1ccc(C#N)cc1,0,10%
COc1cc(C2NC(=O)NC(C)=C2[N+](=O)[O-])cc(OC)c1OC (stereo unspecified),7,-5.5%
Cc1ccccc1C(=O)NC(=S)Nc1cccc(NC(=O)C(C)C)c1,nt,-2.6%
CC1CCN(C(=O)Cn2c(=O)n(Cc3ccc4c(c3)OCO4)c(=O)c3ccccc32)CC1,7,8.3%
CCC(Sc1nc2ccc(C)cc2[nH]1)C(=O)O (stereo unspecified),0,3.2%
N#CC1CC(c2ccc([N+](=O)[O-])cc2)=NN1c1ccc([N+](=O)[O-])cc1 (stereo unspecified),6,1.7%
C/C(=N/NC(=O)CN1CCN(S(=O)(=O)c2ccc(Br)cc2)CC1)c1ccco1,6,-3.3%
O=C1CCCN1CCC1CCCCN1Cc1nc(-c2cnccn2)no1 (stereo unspecified),11,2.2%
CC1CCN(CC(C)OC(=O)c2ccc3c(c2)OCCO3)CC1 (stereo unspecified),4,0.2%
O=C(NCCN1CCOCC1)c1cccc(S(=O)(=O)N2CCCCCC2)c1,nt,3.2%
COc1cccc(C2CC(c3ccccc3)n3ncnc3N2)c1 (stereo unspecified),-8,-0.8%
Cc1ccsc1C(=O)Nc1ccccc1N1CCOCC1,nt,5.6%
Cc1nc2ccccc2n1CC(=O)OCC(=O)Nc1ccc2c(c1)OCCO2,2,7.7%

# One compound at a time, as listed above. Screens in order: RmlCD inh 1536 | GlmU inhibition
# Cc1ccccc1C(=O)NC(=S)Nc1cccc(NC(=O)C(C)C)c1 is listed with nt | -2.6%
# CC1CCN(C(=O)Cn2c(=O)n(Cc3ccc4c(c3)OCO4)c(=O)c3ccccc32)CC1 is listed with 7 | 8.3%

# Later entries
SMILES,RmlCD inh 1536,GlmU inhibition
COc1nc(N)c(S(=O)(=O)c2ccccc2C)cc1C#N,nt,1.6%
O=S(=O)(NCCCN1CCOCC1)c1ccc(Cl)s1,-6,0.6%
O=C(Nc1ccccc1)N1CCN(c2ncccn2)CC1,4,3.9%
O=S(=O)(c1ccc(Cl)cc1)N1CCCN(c2ccc(C(F)(F)F)cn2)CC1,-1,-2.7%
Cc1ccc(-c2ccc(/C=C(\C#N)C(=O)Nc3cc(C)nn3-c3ccccc3)o2)cc1,6,-4.3%
COc1ccc(CC(=O)N2CCN=C2SC)cc1,-5,2.7%
O=C(C1CCCN(c2ncccn2)C1)N1CCc2ccccc21 (stereo unspecified),-1,7.6%
NS(=O)(=O)c1cccc(NC(=O)CSc2nnc(-c3ccccc3F)n2C2CC2)c1,10,-1.7%
COCCN1CC(=O)N(c2cccc(C)c2C)C(c2ccc(Cl)cc2)C1=O (stereo unspecified),nt,-4.2%
O=C(Nc1cccc2[nH]ncc12)c1ccc(F)cc1,5,-3.9%
CC(NCc1cccc(Cl)c1Cl)C(O)c1ccccc1 (stereo unspecified),6,-2.5%
CCCN(CC1CC1)C(=S)Nc1ccc(C(C)=O)cc1,-10,0.7%
C=CCN=C1S/C(=C\c2ccc(Cl)cc2)C(=O)N1CC=C,-2,3.0%
Cc1cc(C(F)(F)F)nn1CC(=O)N1CCCCC1C (stereo unspecified),nt,1.7%
COc1ccc(S(=O)(=O)N(C)CC(=O)NCc2cccnc2)cc1OC,nt,-2.2%
CCOc1ccccc1N1CCN(C(=O)CC(C)C)CC1,-13,0.3%
CCn1c(SCC(=O)c2c[nH]c3ccccc23)nnc1-c1cccs1,1,7.9%
CN(C)C(=O)CSc1nnc(-c2ccncc2)n1Cc1ccco1,3,2.9%
CCc1cccc(NC(=O)Cn2c(=O)oc3cc(S(=O)(=O)N4CCOCC4)ccc32)c1,8,4.2%
Cc1cccc(OCC(=O)Nc2ccc(N3CCN(C(=O)c4ccco4)CC3)cc2)c1,5,-3.1%
CCN(CC(=O)Nc1cccc(OC)c1)C(=O)C1CCN(C(=O)Nc2ccccc2)CC1,0,6.9%
CC1CC(C)(C)NC(=S)N1CC(=O)N(C)Cc1ccccc1 (stereo unspecified),4,-4.3%
CCC(C)NCCCCOc1ccc(Br)cc1 (stereo unspecified),11,3.4%
COc1ccc(NC(=O)c2nnn(Cc3cccc(F)c3)c2N)c(OC)c1,3,-1.2%
COc1ccc(C2C(C(=O)c3sc(C)nc3C)=C(O)C(=O)N2CCN(C)C)cc1OC (stereo unspecified),-6,-1.1%
COc1ccc(C)cc1-n1nc2ccccc2n1,nt,-4.8%
Cc1ccc(S(=O)(=O)N(C)C)cc1NC(=S)N(CCC#N)Cc1cccnc1,7,2.0%
CN(C)CCNC(=O)Nc1cccc(Cl)c1Cl,0,-5.3%
CCN(CCn1cccn1)C(=O)c1cc(COc2ccc(F)cc2Cl)on1,-12,-2.6%
CC1CC(C)CN(CCCNC(=O)c2ccc3c(SCC(=O)O)c4c(nc3c2)CCC4)C1 (stereo unspecified),3,-4.3%
CN(C)c1ccc(CN(C(=O)C2COc3ccccc3O2)C2CCS(=O)(=O)C2)cc1 (stereo unspecified),nt,3.2%
Cc1occc1-c1nnc(SCC(=O)NCCc2ccccc2)o1,-3,-0.6%
CSc1ccc(/C=N/NC(=O)CN2CCN(Cc3ccc(Cl)cc3)CC2)cc1,29,-1.4%
O=C(CCSCc1ccccc1Cl)NCc1ccco1,7,-5.1%
CCNC(=O)/N=C1/NC(=O)C(C(C)C)O1 (stereo unspecified),nt,-2.6%
COC(CNC(=O)CSCc1nc(-c2ccc(SC)cc2)oc1C)OC,3,-2.3%
O=C(O)c1cccc(NC(=O)C2CC(=O)N(Cc3ccccc3)C2)c1 (stereo unspecified),-10,0.6%
O=C(CCCSc1ccccc1)Nc1nc(-c2ccccn2)cs1,-6,-4.5%
COc1ccccc1CNC(=O)C1CCCN(S(=O)(=O)c2cnc[nH]2)C1 (stereo unspecified),6,-6.1%
Cc1nn(-c2ccccc2)c(C)c1N,-1,4.3%
COC(=O)c1scc(S(C)(=O)=O)c1-n1cccc1,5,-0.3%
CC1(C)CC(NS(=O)(=O)c2ccccc2)CC(C)(C)N1,nt,-0.4%
CC1=Nc2ccccc2/C1=C/c1c(N)n2c(S(=O)(=O)CC(C)C)nsc2nc1=O,-5,8.1%
COC(=O)C1C2C=CC3(CN(C4CCCC4)C(=O)C13)O2 (stereo unspecified),nt,-1.6%
CCOC(=O)C1=C(C)N2C(=C(C#N)[C@@H]1c1ccc(C(=O)OC)cc1)SC[C@@]2(O)C(C)(C)C,nt,-2.7%
CN(C)Cc1ccccc1Sc1ccccc1Br,3,2.4%
Cn1nnnc1SCC(=O)Nc1cccc(S(=O)(=O)N2CCCC2)c1,4,1.6%
CC(C)CCN(C)C1CCN(S(=O)(=O)c2ccc(F)cc2)CC1,5,-0.5%
N=C(CC1CC(=O)NC(=O)C1)C1=C(O)CCCC1=O,-7,-4.3%
CCOC(=O)N1CCC(c2cc(=O)n3[nH]c(-c4ccccc4)cc3n2)CC1,nt,-0.1%

# Of the compounds above, these contain a Cl atom:
SMILES,RmlCD inh 1536,GlmU inhibition
CC1(C)OC(=O)C(=Cc2ccc(-c3ccc(Cl)c(C(=O)O)c3)o2)C(=O)O1,-14,6.4%
COc1ccc(Cl)cc1NC(=S)NNC(=O)c1cccnc1,3,-6.3%
Cc1ccc(NC(=O)c2ccc(OC(=O)COc3ccc(Cl)c(C)c3)cc2)cc1,-9,1.5%
CN1CCc2c(C#N)c(Cl)nc(Cl)c2C1,12,-7.9%
O=C(NCC1OCCc2ccccc21)c1ccc(NC(=O)c2ccccc2Cl)cc1 (stereo unspecified),-6,1.2%
CCOC(O)[C@H]1N[C@@H](c2ccc(Cl)cc2)[C@@H]([N+](=O)[O-])[C@@H]1c1ccccc1 (stereo partly specified),nt,-2.7%
CN(C)S(=O)(=O)c1cccc(NC(=O)Cn2cc(C(F)(F)F)cc(Cl)c2=O)c1,2,7.2%
COc1ccc(C(=O)CCNc2ccc(C)c(Cl)c2)cc1,3,2.2%
COC(=O)c1cc(=O)n(Cc2ccc3c(c2)OCO3)c(=Nc2ccc(F)c(Cl)c2)s1,5,1.5%
O=C1CC(C2CCCO2)C(=O)N1c1ccc(Cl)c(Cl)c1 (stereo unspecified),nt,6.6%
O=S(=O)(NCCCN1CCOCC1)c1ccc(Cl)s1,-6,0.6%
O=S(=O)(c1ccc(Cl)cc1)N1CCCN(c2ccc(C(F)(F)F)cn2)CC1,-1,-2.7%
COCCN1CC(=O)N(c2cccc(C)c2C)C(c2ccc(Cl)cc2)C1=O (stereo unspecified),nt,-4.2%
CC(NCc1cccc(Cl)c1Cl)C(O)c1ccccc1 (stereo unspecified),6,-2.5%
C=CCN=C1S/C(=C\c2ccc(Cl)cc2)C(=O)N1CC=C,-2,3.0%
CN(C)CCNC(=O)Nc1cccc(Cl)c1Cl,0,-5.3%
CCN(CCn1cccn1)C(=O)c1cc(COc2ccc(F)cc2Cl)on1,-12,-2.6%
CSc1ccc(/C=N/NC(=O)CN2CCN(Cc3ccc(Cl)cc3)CC2)cc1,29,-1.4%
O=C(CCSCc1ccccc1Cl)NCc1ccco1,7,-5.1%
